S3 lipid droplet = qHTS Assay for Lipid Storage Modulators in Drosophila S3 Cells; 320,000 tested, 0.64% active; Potency in µM for hits, for the others lipid storage change, negative = inhibition, % at the top dose, mostly 46.1 µM; Drosophila S3 cells, BODIPY lipid droplet fluorescence, 18-24 h; cells fed with added oleic acid; active = well fitted inhibition curve with a large enough effect in the signal ratio, with a control signal flat, not every such curve was filed as active; inconclusive = small, poorly fitted or top-dose-only effect, or effect the other way, or a change in a side signal; the % refers to the signal ratio
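Drosophila S3 cells loaded with oleic acid (400 uM, as added) and compounds at several concentrations; lipid droplets imaged by 488-nm laser-scanning cytometry, 500–530 nm intensity and object ratio to cell channel. Percent activity normalized to 20 uM Triacsin C.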
S3 lipid droplet cell count max = also measured in S3 lipid droplet; calls as there; cell number change, %; measured here: cell count max response;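 cells counted by Cell Tracker Red CMTPX staining in the red channel; peak over a dose series mostly up to 46.1 µM; percent activity relative to internal control wells on each plate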
* hit, by the source's call; i = inactive; ? = inconclusive; . = no result given; [ ] = another dose, or the depositor's remark. % is set by controls: 0 for no effect and ±100 for the full control effect; potency is the fitted concentration of half-maximal effect. A portion of the library; the hit share may differ from the screen's.

1) COC(=O)c1[nH]c2cc(OC)c(OC)cc2c1NC(=O)CN1CCN(Cc2ccccc2)CC1
2) CC(C)C(C(=O)Nc1cccnc1)N1C(=O)c2ccccc2C1=O (stereo not given)
3) CC(=O)Nc1ccc(NC(=O)c2c(-c3ccccc3Cl)noc2C)cc1
4) NC(=S)c1cc2ccc(O)cc2oc1=O
5) O=[N+]([O-])c1cccc(C=Nc2cc3c(cc2Br)OCCO3)c1
6) CCOC(=O)N1CCN(c2cc(N3CCN(CC)CC3)c(F)cc2[N+](=O)[O-])CC1C (stereo not given)
7) Cc1cccc(-n2ncc3c2CCCC3NC(=O)Cc2c(C)noc2C)c1C (stereo not given)
8) CCn1c(=O)cc(SCC(=O)Nc2cccnc2)c2ccccc21

entry no.	1	2	3	4	5	6	7	8
S3 lipid droplet	16.5%	19.7%	?	?	6.1%	?	?	?
S3 lipid droplet cell count max	-2.6	.	.	.	-21.5	.	.	.

9) CO[C@@H]1[C@@H](OC(N)=O)[C@@H](O)C(Oc2ccc3c(O)c(NC(=O)c4ccc(O)c(CC=C(C)C)c4)c(=O)oc3c2C)OC1(C)C (stereo not given in full)
10) COc1nc(N2CCCC2)nc(-n2nnc(C(C)=O)c2C)n1
11) COc1ccc(C(CNC(=O)c2cccc(S(=O)(=O)N3CCOCC3)c2)N2CCCC2)cc1 (stereo not given)
12) NC(=O)NCC1CC1
13) CCCN1Cc2cccc(C(=O)Nc3ccc(S(=O)(=O)N4CCCCCC4)cc3)c2C1=O
14) C/C(=N\Nc1ccc([N+](=O)[O-])cc1)c1cccc(N)c1
15) COc1ccc(N(C(=O)C(C)C)S(=O)(=O)c2ccc3ccccc3c2)cc1
16) O=C(Nc1ccccc1)c1cnc(-c2ccccc2)nc1-c1ccccc1

entry no.	9	10	11	12	13	14	15	16
S3 lipid droplet	4.2%	5.1%	?	-13.5%	11.9%	14.1%	?	3.8%
S3 lipid droplet cell count max	4.9	9.7	.	0.4	12.6	-18.5	.	4.9

17) COc1ccc(CCN2C(=O)CC(NNC(=O)c3ccc(F)cc3)C2=O)cc1OC (stereo not given)
18) Cc1ccc(-c2ccc(CCC(=O)O)n2CC(=O)O)cc1
19) CN(C)c1ccc(/C=N/NC(=O)CCCCCNC(=O)c2ccccc2)cc1
20) O=C1c2ccc(Cl)cc2S(=O)(=O)c2cccc(C(=O)N3CCN(c4ncc(Br)cn4)CC3)c21
21) O=C(Nc1nc(-c2cc(F)ccc2F)cs1)c1ccccn1
22) COc1cc(NC(=S)NCc2ccco2)c(OC)cc1Cl
23) Cc1cc(C(=O)c2ccccc2)c(NC(=O)CN2CCOCC2)s1
24) COc1ccc(CCN(C(=O)c2ccco2)C(C(=O)NC2CCCC2)c2ccncc2)cc1OC (stereo not given)

entry no.	17	18	19	20	21	22	23	24
S3 lipid droplet	0.1%	2.9%	-6.4%	?	?	?	11.4%	?
S3 lipid droplet cell count max	-8.4	-15.2	-2.1	.	.	.	4.4	.

25) COc1ccccc1NC(=S)N1CCC(c2nc3cc(C)c(C)cc3[nH]2)CC1
26) COc1ccc(CNC(=O)c2cc3c(=O)n4ccccc4nc3n(CC3CCCO3)c2=N)cc1 (stereo not given)
27) CCCCN1CCNC[C@@H]1c1ccccc1
28) N/C(=N\OCc1ccc([N+](=O)[O-])cc1)c1ccccn1
29) COc1ccc(C(=O)Nc2nc3ccc(OC)cc3s2)cc1
30) COc1cccc(NC(=O)Cc2nnc(SCC(=O)NC3CCCCC3)n2C)c1
31) Brc1ccc(-c2ccc(CNCc3ccccn3)o2)cc1
32) C=C1CC(C)OC(c2ccccc2OCC(O)CN2CCCCC2)C1 (stereo not given)

entry no.	25	26	27	28	29	30	31	32
S3 lipid droplet	5.1%	?	?	23.6%	?	i	9.7%	i
S3 lipid droplet cell count max	1.0	.	.	.	.	22.9	6.3	.

33) CC(C)NC(=O)C1CCN(C2CCN(CC3CC=CCC3)CC2)CC1 (stereo not given)
34) Cc1oc2cc(O)ccc2c(=O)c1-c1nncn1-c1ccccc1
35) OCCN(CCO)c1ncnc2c1oc1ccc(Br)cc12
36) Cn1c(=O)[nH]c(=O)c2c1[nH]c(=S)n2Cc1ccc(Cl)cc1
37) COc1ccc(NS(=O)(=O)c2cccc(C(=O)NNC(=O)c3cc(C)oc3C)c2)cc1
38) O=C(COc1ccc2c3c(c(=O)oc2c1)CCC3)N1CCN(c2ccccc2)CC1
39) COc1ccc(-n2ncc3c(N4CCC(C)CC4)ncnc32)cc1
40) Cc1ccc2c(c1)C(c1ccncc1)=NNC(c1cccnc1)=N2

entry no.	33	34	35	36	37	38	39	40
S3 lipid droplet	3.3%	i	?	?	?	74.1%	?	13.2%
S3 lipid droplet cell count max	14.1	.	.	.	.	28.4	.	-2.2

41) O=C(NCCc1ccccc1)C1CCCN1C(=O)Nc1cccc(Cl)c1 (stereo not given)
42) O=C(CN(Cc1ccco1)C(=O)c1cc(=O)[nH]c2ccccc12)Nc1ccccc1C(F)(F)F
43) O=C(NCC(=O)N1CCCCCCC1)c1ccco1
44) CCC(C)(C)NC(=O)CN(C(=O)C(=O)Nc1ccc2c(c1)OCCO2)N1CCOCC1
45) COc1ccc(CNC(=O)c2n[nH]c3ccccc23)cc1OC
46) Cc1[nH]cnc1CSCc1ccc(Cl)cc1
47) CC/C=C(/NC(C)=O)c1ccccc1
48) O=C(CCC(=O)NC1CCCCC1)NCc1ccc(F)cc1

entry no.	41	42	43	44	45	46	47	48
S3 lipid droplet	?	i	?	?	i	20.9%	?	?
S3 lipid droplet cell count max	.	6.3	.	.	30.6	-1.7	.	.

49) Cc1cc(C)cc(OCC(=O)Nc2ccc(N3CCCC3)cc2)c1
50) O=C(NCC1OCCc2ccccc21)C1COc2ccccc2O1 (stereo not given)
51) CCOC(=O)C(=O)Nc1nnc(SCc2ccc(F)cc2)s1
52) Cc1ccc(C(C)C)c(OCc2nn(CC(=O)c3ccc(OC(F)F)cc3)c3[n+]2CCCCC3)c1
53) CCC1=Nc2cc(C(=O)NCCCN3CCOCC3)ccc2Sc2ccccc21
54) CN(Cc1cn(C)nc1-c1ccc(Oc2ccccc2)cc1)CC1COCCO1 (stereo not given)
55) CS(=O)(=O)N(CC(=O)NCCSCc1c(F)cccc1Cl)c1cccc([N+](=O)[O-])c1
56) CCn1c(SCC(=O)Nc2nc3ccccc3s2)nc2c(c1=O)SC(C)C2 (stereo not given)

entry no.	49	50	51	52	53	54	55	56
S3 lipid droplet	3.8%	?	?	?	?	2.7%	?	?
S3 lipid droplet cell count max	5.8	.	.	.	.	-0.2	.	.

57) C/C(=N/NC(=O)c1ccc(Br)o1)C(C)C
58) COc1ccc(/C=C2\C(=O)NCC(=O)N2C)cc1
59) O=C(O)c1ccccc1C(=O)NCCc1c(C(=O)O)[nH]c2ccc(F)cc12
60) COC1CCN(C(=O)C2CCC(=O)N(CCc3cccc(F)c3)C2)CC1 (stereo not given)
61) CC(=O)c1ccc(N(C(=O)Cc2c[nH]c3ccccc23)C(C(=O)NC2CCCCC2)c2cccs2)cc1 (stereo not given)
62) Cn1cc(CNC(=O)C2CCC(=O)N(Cc3ccc(Cl)cc3)C2)cn1 (stereo not given)
63) O=C(CN1C(=O)/C(=C2\SC(=S)N(CCS(=O)(=O)O)C2=O)c2ccccc21)Nc1cccc(Br)c1
64) CC1=CC2=NC(=O)CC(C)(C(=O)N(CC(=O)NC3CCCC3)c3ccccc3F)N2C=C1 (stereo not given)

entry no.	57	58	59	60	61	62	63	64
S3 lipid droplet	3.5%	-10.0%	?	?	-2.2%	19.5%	?	-17.0%
S3 lipid droplet cell count max	7.9	-4.0	.	.	-12.1	-5.9	.	25.0

Next results follow:
Values run as follows: S3 lipid droplet, S3 lipid droplet cell count max
[65] O=C(C1CC(c2cccc(Br)c2)=NO1)N1CCc2ccccc2C1 (stereo not given)
 : -3.9%, 17.2
[66] CCOc1ccc(NS(=O)(=O)c2cc(NC(=O)c3ccc(C)cc3)ccc2Cl)cc1
 : -2.5%, -15.9
[67] COc1ccc(NC(=O)Cn2cnc3sc(C)c(S(=O)(=O)N4CCOCC4)c3c2=O)cc1Cl
 : i, 7.9
[68] CCOc1ccc(OCCCCN(C)C)cc1
 : ?, .
[69] CC1(C)CNC(=O)c2sc(NC(=O)c3ccccc3Cl)nc2C1
 : -16.2%, -24.9
[70] COc1cc(Cl)ccc1OCc1cc(C(=O)NCc2cc(C(C)C)no2)no1
 : ?, .
[71] O=C(COC(=O)COc1ccccc1F)NCCc1ccc(F)cc1
 : 10.3%, -22.7
[72] CCN1C(Nc2ccccc2)=NC[C@@H]1Cc1ccccc1
 : ?, .
[73] Cc1[nH]c2ccccc2c1/C=N/n1cnnc1
 : ?, .
[74] O=C1CCC(C(=O)N2CCSCC2)CN1CCc1cccc(F)c1 (stereo not given)
 : ?, .
[75] O=C(c1cnn2c(C(F)(F)F)cc(-c3ccc(F)cc3)nc12)N1CCc2ccccc2C1
 : -19.7%, 7.1
[76] COc1cc(C(=O)NNC(=O)CN2C(=O)NC(C)(c3ccc(C)cc3)C2=O)cc(OC)c1OC (stereo not given)
 : i, 14.4
[77] Cc1ccc(C(=O)Nc2cccc(Oc3ccccc3)c2)o1
 : ?, .
[78] Cc1cccc(NC(=O)CS(=O)(=O)c2cn(C)c3ccccc23)c1C
 : i, .
[79] O=C(OCc1ccccn1)c1ccc(COc2ccc3ccccc3c2)o1
 : ?, .
[80] Cn1c(C(O)C(O)c2ccccc2)nc2ccccc21 (stereo not given)
 : i, .
[81] CNC(=O)NC(=O)C(C)OC(=O)c1oc2ccccc2c1CSc1ccc(Cl)cc1 (stereo not given)
 : ?, .
[82] O=[N+]([O-])c1ccc2nc(-c3ccccc3[N+](=O)[O-])[nH]c2c1
 : ?, .
[83] COc1ccc(NC(C)=O)cc1S(=O)(=O)N1CCN(Cc2cccs2)CC1
 : 13.7%, -0.5
[84] O=C(CC(NC(=O)c1ccccc1)c1ccccc1)Nc1cccc2ccccc12 (stereo not given)
 : 6.2%, -10.8
[85] C=CC[N+](C)(C)CC(=O)OCc1ccccc1
 : -5.4%, -17.2
[86] CCCCn1c(N)c(N(Cc2ccccc2)C(=O)COc2ccccc2F)c(=O)[nH]c1=O
 : ?, .
[87] O=C1OCC(CO)(CO)N=C1NNc1ccccc1Cl
 : i, .
[88] O=C(NCc1ccc2c(c1)OCO2)C1CCN(S(=O)(=O)c2cccc3nsnc23)CC1
 : i, .
[89] N#Cc1ccc(Oc2nc(C#N)cc(-c3ccccc3)n2)cc1
 : 29.1%, 14.3
[90] COC(=O)c1ccc(NC(=S)Nc2ccc3ccccc3c2)cc1
 : ?, .
[91] CN(C)c1ccc(C(=S)N2CCCCC2)cc1Br
 : ?, .
[92] COc1ccccc1C(=O)NCCC(=O)NCc1cccs1
 : 26.0%, .
[93] Cc1sc2nc(N)sc2c1C
 : ?, .
[94] Cc1[nH]c(=O)[nH]c(=O)c1S(=O)(=O)Nc1ccc(F)cc1F
 : 16.4%, 5.7
[95] COC(=O)CN(CCc1ccccc1)S(=O)(=O)c1ccc(OC)c(OC)c1
 : i, .
[96] Cc1cccnc1NC(=O)c1ccc2c(c1)OCO2
 : -13.5%[0.0737 µM], 15.5
[97] O=C(NCCc1cccc(Cl)c1)c1ccc2c(c1)OCO2
 : i, 3.3
[98] O=C(COC(=O)C1CCN(S(=O)(=O)c2cccs2)CC1)c1ccc2c(c1)OCCO2
 : 11.8%, 11.5
[99] S=c1[nH]nc(COc2ccccc2)n1/N=C/c1ccc(Br)s1
 : ?, .
[100] CCCC(=O)NNC(=O)c1c(O)c2ccccc2[nH]c1=O
 : ?, .
[101] CCCC(=O)C1=C(O)C(C(=O)OC)C(C)(C)CC1=NCCCCCC(=O)O (stereo not given)
 : -15.2%, 18.6
[102] O=C(NCc1ccccc1)C(c1ccc(F)cc1)N(Cc1ccco1)C(=O)c1ccccn1 (stereo not given)
 : 12.1%, -13.1
[103] N#Cc1ccc(C(=O)CSc2n[nH]c(=O)n2Cc2ccco2)cc1
 : -3.3%, 0.3
[104] COc1ccc(NC(=O)CN2C(=O)CSC(C)C2=O)cc1 (stereo not given)
 : ?, .
[105] CCN(CC)c1ccc(/C=N/Nc2nc(C)cc(C)n2)cc1
 : ?, .
[106] COC(=O)CCC(=O)N1CCCC(CO)(Cc2ccccc2)C1 (stereo not given)
 : 9.8%, 7.8
[107] CCCN1C(=O)/C(=C\C=C2/Sc3ccccc3N2CC)SC1=S
 : ?, .
[108] CNC(=S)NNC(=O)c1ccc(=O)n(Cc2cccc(C(F)(F)F)c2)c1
 : 25.9%, .
[109] Nc1c(C(=O)O)cnn1-c1ccccc1
 : ?, .
[110] CN(C(=O)COC(=O)COc1ccccc1Cc1ccccc1)c1ccccc1
 : ?, .
[111] Cc1cccc2c(=O)c(C(=O)N3CCCCCC3)c[nH]c12
 : ?, .
[112] O=C(COC(=O)C1(c2ccc(F)cc2)CCCC1)N1CCc2ccccc21
 : ?, .
[113] CC(OC(=O)Cc1coc2cc3c(cc12)CCC3)C(=O)NC(N)=O (stereo not given)
 : ?, .
[114] N#Cc1ccccc1NC(=O)CN1CCOCC1
 : 22.5%, -4.7
